Screening results from PubChem.
PKM2 act – activators of human pyruvate kinase M2; P14618; purified PKM2, Kinase-Glo ATP luminescence, activation; response scale: 0% is enzyme alone, no compound; Potency, µM (titrated, usually from 57.5 µM), for inactives: at the highest dose activation, usual class: activators; 0.34% of 260,000 active; also: potency is read from the fitted curve at half-maximal effect; nearly all actives have a fitted effect of over 55% in size
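ATP formation by purified human PK-M2, quantified via coupled luciferase luminescence after 1 h at room temperature with 0.1 mM ADP and 0.5 mM PEP final.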
hERG WT inh – inhibitors of human wildtype KCNH2 potassium channel; Q12809; U2OS, BacMam KCNH2, thallium flux FluxOr; hits give low values; activity change, % at 1.84 µM; 0.37% of 340,000 active;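 active = maximum activity change below -70%; inconclusive = maximum activity change between -70% and -50%; inactive = maximum activity change above -50%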
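U2OS cells were transduced with wild-type KCNH2 virus (2.03 x 10^8 / mL) for 4 h at room temperature, then cultured overnight at 37 C. Thallium flux was read with FluxOr dye. Rate constants were normalized to DMSO controls.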
BCR signal inh – inhibitors of chronic active B-cell receptor signaling; ABC-DLBCL IkBa-CBG/CBR reporter, luminescence ratio, 4 h; Potency, µM (series often up to 46.1 µM), for inactives: top-dose ratio change, negative = lower green/red ratio, most hits filed as inhibitors; 0.05% of 340,000 active; active = well fitted inhibition curve with a large enough effect in the signal ratio, with a control signal flat, not every such curve was filed as active; inconclusive = small, poorly fitted or top-dose-only effect, or effect the other way, or a change in a side signal; the % refers to the signal ratio;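 also: potency is read from the fitted curve at half-maximal effect; plate controls were basal doxycycline-induced cells for no effect and cells given 10 µM MG132 for full effect; MG132 reads +100%, hits lower the ratio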
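TMD8 ABC-DLBCL cells carrying doxycycline-inducible green luciferase fused to IkappaBalpha plus unfused red luciferase were exposed to compounds (up to 46 uM) for 4 hrs at 37C. Activity came from the overlap-corrected green/red luminescence ratio.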
uPA generation – blocks generation of uPA at the cell surface. cell surface uPA generation assay, qHTS. Potency, µM (series often up to 38.3 µM), for inactives: at the top dose activity change, negative = inhibition, most hits filed as inhibitors. 0.31% of 330,000 active. AID 540303; active = well fitted inhibition curve with a large enough effect; inconclusive = small, poorly fitted or top-dose-only effect; inactive = no such curve, though single readings can be large or run the other way; tested in mouse RAW 264.7 cells; also: potency is read from the fitted curve at half-maximal effect; nearly all actives have a fitted effect of over 55% in size
KCNH2 3.1 inh – KCNH2 3.1 (human) potassium channel inhibition | U2OS KCNH2 3.1, thallium flux FluxOr; hits give low values | activity change, % (tested at about 1.8 µM) | 0.95% of 340,000 active;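 active = maximum activity change below -70%; inconclusive = maximum activity change from -70% to -50%; inactive = maximum activity change above -50%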;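 also: thallium influx rate constant from kinetic fluorescence after stimulation buffer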
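Thallium flux read-out: FluxOr dye with Red40 quencher in HBSS/HEPES, 45 min at RT. Rate constants from kinetic reads were normalized to positive and negative DMSO controls. Cells: U2OS virally expressing the 3.1 isoform.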
USP2a inh – inhibitors of human ubiquitin-specific protease USP2a; O75604; USP2 core, Ub-CHOP2 coupled fluorogenic reporter, 485/531; Potency, µM (doses to about 38.3 µM), for inactives: top-dose activity change, negative = inhibition, usual class: inhibitors; 0.01% of 330,000 active; AID 463254;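 also: potency is read from the fitted curve at half-maximal effect; plate controls were DMSO wells for no effect and full inhibition by NEM control for full effect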
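USP2 core (10nM final) preincubated 30min RT with compound in 20mM Tris-HCl pH 8.0, 2mM CaCl2, 2mM beta-mercaptoethanol, 0.05% CHAPS; 25nM Ub-CHOP2 plus 25nM reporter substrate added, fluorescence (Ex485/Em531) read after 60min.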
Eya2 phos inh – Eya2 (human) phosphatase inhibition | O00167 | recombinant Eya2, OMFP fluorescence dephosphorylation (OMFP is methylfluorescein phosphate) | Potency, µM (top dose mostly 76.9 µM), inactives show at the highest dose activity, negative = inhibition, actives largely listed as inhibitors | 0.006% of 330,000 active | AID 488837; also: potency is read from the fitted curve at half-maximal effect
Target sequence (O00167 whole entry, looked up): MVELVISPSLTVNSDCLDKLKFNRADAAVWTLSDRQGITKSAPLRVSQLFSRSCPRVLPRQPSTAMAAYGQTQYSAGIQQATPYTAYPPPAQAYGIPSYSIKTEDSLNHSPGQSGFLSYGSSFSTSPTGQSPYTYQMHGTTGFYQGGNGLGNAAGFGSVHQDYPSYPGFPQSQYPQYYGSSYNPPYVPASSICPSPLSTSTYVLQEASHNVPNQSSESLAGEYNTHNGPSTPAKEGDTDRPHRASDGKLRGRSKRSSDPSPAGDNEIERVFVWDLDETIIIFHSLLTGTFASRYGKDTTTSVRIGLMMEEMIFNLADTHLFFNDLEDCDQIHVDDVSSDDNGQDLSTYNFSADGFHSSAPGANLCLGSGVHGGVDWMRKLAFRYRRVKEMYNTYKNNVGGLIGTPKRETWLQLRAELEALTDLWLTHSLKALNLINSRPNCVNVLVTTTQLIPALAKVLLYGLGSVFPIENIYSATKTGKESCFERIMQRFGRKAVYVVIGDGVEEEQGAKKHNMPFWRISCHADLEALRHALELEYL
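Eya2 protein (added as 0.2 uM solution) was preincubated with compound for 10 min at ambient temperature in 50 mM HEPES pH 7.5, 50 mM NaCl, 5 uM MgCl2, 0.05% BSA, 1 mM DTT. OMFP (added at 50 uM) then reacted 10 min; fluorescence read at 485/525 nm.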
B2AR arrestin – recruits beta-arrestin to the human beta2-adrenergic receptor; beta-arrestin recruitment to beta2AR, cell-based reporter; Potency, µM (series often up to 46.1 µM), without a hit: at the top dose activation, most hits filed as activators; 0.02% of 330,000 active; AID 492947;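 also: potency is read from the fitted curve at half-maximal effect; 0% = DMSO controls and full agonism = EC100 isoproterenol or metaproterenol; nearly all actives have a fitted effect of over 65% in size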
Target sequence (P07550 whole entry, looked up): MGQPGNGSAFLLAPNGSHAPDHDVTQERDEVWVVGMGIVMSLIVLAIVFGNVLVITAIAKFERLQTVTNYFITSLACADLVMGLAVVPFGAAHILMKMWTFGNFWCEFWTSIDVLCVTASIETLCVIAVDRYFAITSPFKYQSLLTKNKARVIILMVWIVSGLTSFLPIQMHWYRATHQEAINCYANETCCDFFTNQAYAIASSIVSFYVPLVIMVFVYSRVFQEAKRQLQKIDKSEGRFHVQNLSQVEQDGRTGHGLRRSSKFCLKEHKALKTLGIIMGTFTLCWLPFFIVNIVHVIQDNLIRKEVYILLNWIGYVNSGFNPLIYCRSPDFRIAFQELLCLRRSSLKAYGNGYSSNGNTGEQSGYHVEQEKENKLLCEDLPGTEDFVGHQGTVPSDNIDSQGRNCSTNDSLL
Coupling enz – counter-screen for Giardia aldolase inhibitors: coupling enzyme system; activity change, negative = inhibition, % at 58.2 µM, hits read low; 0.67% of 290,000 active; AID 2472; coupling enzyme system counterscreen, AmpLite Red fluorescence; in the data active = activity change below about -30%
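Counterscreen of the coupled detection system alone, without aldolase: glyceraldehyde-3-phosphate coupling enzymes plus AmpLite Red readout. Compounds at 57.5 uM final, 10 min RT preincubation, 20 min RT reaction, fluorescence 525/598 nm.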
Giardia killer – kills Giardia lamblia; 0.15% of 340,000 active; activity change, % at 7.66 µM, hits read low; Giardia lamblia trophozoite viability; in the data active = activity change below about -80%; inconclusive = between about -30% and that limit;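 also: parasites exposed to compound for two days anaerobically before the ATP read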
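Giardia lamblia trophozoites (100 cells/well) were incubated with compounds for 48 h at 37 deg C under anaerobic conditions. Viability was read as ATP content by one-step luminescence after 15-30 min at room temperature.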
GALK inhibitor – galactokinase (human) inhibition; AID 1868; Potency, µM (series often up to 57.5 µM), without a hit: at the highest dose activity change, negative = inhibition, hits mostly inhibitors; 0.007% of 270,000 active; P51570; Purified GALK, Kinase-Glo residual ATP luminescence; also: potency is read from the fitted curve at half-maximal effect
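Kinase-Glo Plus luminescence measured ATP left after a 1 h room-temperature reaction. The reaction used 5 nM GALK, 100 uM galactose and 35 uM ATP at pH 8.0 (20 mM HEPES, 5 mM MgCl2, 60 mM NaCl, 1 mM DTT, 0.01% BSA).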
* marks the source's active call; other numbers are inactive results; ? = inconclusive; · = not tested or not shown; [ ] = remark or other dose. Unless noted, calls follow the shape of the dose curve; as a rule, active = well fitted curve in the direction sought with a large enough effect; inconclusive = small, poorly fitted or top-dose-only effect, or another doubt; inactive = no such curve, though single readings can be large; an effect the other way counts as inactive or inconclusive. Unless noted, % is scaled to controls: 0 for no effect and ±100 for the full control effect.

SMILES	PKM2 act	hERG WT inh	BCR signal inh	uPA generation	KCNH2 3.1 inh	USP2a inh	Eya2 phos inh	B2AR arrestin	Coupling enz	Giardia killer	GALK inhibitor
CC(OC(=O)Cc1coc2cc3c(cc12)CCC3)C(=O)NCc1ccc2c(c1)OCO2 (stereo not given)	-1%	-4	-25%	1%	-3	1%	10%	-0.4%	0	30[activator]	1%
CCCOc1cccc(C(=O)NC(=S)Nc2cccc(NC(=O)c3ccccc3Cl)c2)c1	-4%	1	?	7%	-26	-1%	1%	2.9%	0	-5	0%
CCC(C)NC(=O)c1ccccc1SC (stereo not given)	3%	-6	12%	-10%	7	5%	3%	-0.2%	2	-2	2%
COc1cc(OC)c2c(c1)C(=O)OC2	-6%	0	-8%	6%	-4	-1%	6%	-0.4%	0	7	4%
COc1ccc(CCN(Cc2cccs2)S(=O)(=O)c2ccc(S(=O)(=O)N3CCC(C)CC3)cc2)cc1OC	-1%	-18	?	5%	-2	3%	-12%	-1.4%	-2	10	2%
COC(=O)c1ccc(Cl)c(NC(=O)c2cccc([N+](=O)[O-])c2C)c1	0%	3	-1%	4%	4	-1%	6%	-0.1%	-1	-6	0%
CCCOc1ccc(C(=O)Nc2ccc(NC(=O)c3cccs3)cc2)cc1	·	18	0%	5%	-10	1%	2%	0.9%	1	-2	5%
COc1cccc(C(=O)N2CCC(C(=O)N3CCN(C)CC3)CC2)c1	-4%	-12	3%	-10%	5	-2%	-11%	0.5%	-3	9	-4%
O=C(NCCc1ccccc1)C(=O)NCC1OCCN1S(=O)(=O)c1ccc([N+](=O)[O-])cc1 (stereo not given)	3%	-4	0%	-5%	-1	4%	4%	-0.3%	-2	16	-2%
CC(C)(C)C1CCc2c(sc(NC(=O)c3ccco3)c2C(N)=O)C1 (stereo not given)	0%	-5	?	8%	-5	1%	2%	-0.1%	-1	-4	0%
Cc1ccc(S(=O)(=O)N2CCCC(C(=O)NNCC(=O)Nc3cc(F)ccc3F)C2)cc1 (stereo not given)	-2%	17	2%	3%	4	6%	21%	0.1%	-2	2	-2%
O=C(NCCc1ccccc1)/C(=C/c1ccco1)c1ccccc1	?	0	7%	-1%	-1	-7%	-5%	5.0%	-8	-5	-1%
COc1ccc(S(=O)(=O)NCc2ccc(C)cc2)cc1	5%	8	4%	·	-6	1%	-3%	0.0%	0	4	0%
COc1ccc(NC(=O)CCC(=O)c2ccc(-c3ccccc3)cc2)cc1	1%	-9	8%	-1%	13	2%	13%	0.4%	5	-10	-3%
COc1cc(C(C)=O)ccc1OCc1cc(C(=O)N2CCSCC2)no1	2%	-5	0%	2%	·	-3%	-13%	-1.0%	4	-7	4%
COc1ccccc1N(CC(=O)NCCSCc1ccc(Cl)cc1)S(C)(=O)=O	·	21	?	1%	2	-6%	-10%	0.5%	0	3	-1%
COC(=O)c1ccc(NC(=O)C(=O)c2cccn2C)cc1	-42%	-5	?	?	-2	6%	?	-0.2%	1	-8	14%
CCOc1[nH]n(-c2ccccc2)c(=O)c1C=Nc1ccc(C)cc1	-4%	-2	4%	6%	-14	0%	3%	-0.2%	-3	1	6%
O=C(Cc1coc(-c2ccc(F)cc2)n1)Nc1ccccc1	0%	2	?	5%	8	-3%	6%	-0.1%	5	1	-4%
Fc1ccc(-n2c(-c3cccs3)nc3nc4ccccc4nc32)cc1	2%	4	?	-4%	1	4%	-6%	-0.1%	3	-1	0%
CCOC(=O)c1sc(NC(=O)CSc2ccccn2)c(C#N)c1C	4%	-26	·	15%	1	·	·	·	0	5	-2%
C/C=C/C=C\C(=O)Nc1cccc(C2=NOC3(C2)C[C@@H](C(N)=O)N(C(=O)/C(C)=C/C)C3)c1 (stereo not given in full)	?	7	?	14%	19	0%	-1%	-0.2%	-2	5	4%
CCOC(=O)c1sc(NC(=O)CCN2C(=O)c3cccc([N+](=O)[O-])c3C2=O)c(C(=O)OCC)c1C	2%	-3	8%	·	0	-7%	-27%	-0.3%	3	17	-1%
COc1ccc(C(=O)NCC(=O)N2CCC3(CC2)NCCc2[nH]cnc23)cc1	·	-13	-5%	3%	6	-1%	6%	0.2%	6	6	3%

2 compounds from above, limited to GALK inhibitor and Giardia killer.
| mol | GALK inhibitor | Giardia killer |
| --- | --- | --- |
| C/C=C/C=C\C(=O)Nc1cccc(C2=NOC3(C2)C[C@@H](C(N)=O)N(C(=O)/C(C)=C/C)C3)c1 (stereo not given in full) | 4% | 5 |
| COc1ccccc1N(CC(=O)NCCSCc1ccc(Cl)cc1)S(C)(=O)=O | -1% | 3 |

Later entries:
SMILES	PKM2 act	hERG WT inh	BCR signal inh	uPA generation	KCNH2 3.1 inh	USP2a inh	Eya2 phos inh	B2AR arrestin	Coupling enz	Giardia killer	GALK inhibitor
c1ccc(-c2nnc(SCc3nc4ccccc4[nH]3)n2Cc2ccco2)nc1	3%	8	?	·	-7	-4%	-6%	3.0%	0	-9	0%
Cc1ccc(C(=O)NNC(=O)COC(=O)COc2ccccc2C#N)cc1	·	2	-7%	14%	16	0%	-28%	-0.3%	·	2	·
CCOc1ccc(CNC(=O)CCc2cn(C)c3ccccc23)cc1	·	4	-1%	10%	2	0%	2%	-0.3%	1	-5	4%
CSc1ccc(CNCCCSc2ncccn2)cc1	0%	2	?	-7%	1	-8%	0%	0.0%	-1	-28	-6%
O=C(C1CCC(=O)N1C1CCCCC1)N1CCN(c2ccc(F)cc2)CC1 (stereo not given)	-5%	-4	-15%	6%	-6	2%	-25%	0.8%	1	-4	4%
Cc1ccc(C(CNS(=O)(=O)c2ccc(F)cc2)N2CCN(C)CC2)cc1 (stereo not given)	·	15	1%	-2%	-7	2%	-7%	-0.9%	·	2	·
N#CN(CC(N)=O)c1nc(N2CCCCC2)nc(N2CCCCC2)n1	5%	-18	-1%	-4%	-12	1%	-14%	0.3%	6	3	1%
Cc1ccc(N(CC(=O)O)S(C)(=O)=O)cc1Cl	2%	-2	10%	6%	14	1%	-11%	-0.1%	4	-9	-2%
CCN(CC)S(=O)(=O)c1ccc2c3c(cccc13)C(=O)N2	0%	2	?	9%	10	2%	8%	-0.5%	-2	-23	4%
FC(F)(F)c1cccc(N2CCN(C(=S)NCC3CCCO3)CC2)c1 (stereo not given)	4%	5	5%	-5%	-7	2%	-3%	0.2%	-1	0	-1%
O=C(Cc1cccs1)Nc1nc(-c2ccc(F)c(F)c2)cs1	10%	1	?	0%	18	-1%	-11%	-0.1%	1	-4	13%
Cc1ccc(S(=O)(=O)N2CCCC2)cc1[N+](=O)[O-]	6%	-8	-6%	0%	-9	3%	0%	0.3%	-2	8	2%
C=CCN1C(=O)c2ccc(C(=O)N(C)CC(=O)Nc3ccccc3Br)cc2C1=O	1%	-25	-16%	-1%	10	2%	-1%	-0.3%	·	-11	-5%
Cc1cc(=O)[nH]c(SCC(=O)N(CCC#N)c2ccccc2)c1C#N	1%	1	7%	-1%	13	4%	19%	-0.1%	4	-11	-2%
O=C(NCCc1c[nH]c2ccccc12)/C(=C\c1cccnc1)NC(=O)c1ccccc1F	-28%	11	-4%	1%	-5	-1%	2%	-0.5%	-1	21	·
COc1ccc(S(=O)(=O)NC(CC(=O)NCc2ccco2)C(C)C)cc1 (stereo not given)	-5%	-7	?	1%	1	9%	19%	-0.2%	1	9	-1%
CCOc1ccc(NC(=O)c2cccc(NC(C)=O)c2)cc1S(=O)(=O)N1CCCC1	·	-1	0%	5%	11	1%	-23%	-0.3%	·	0	·
O=C(/C=C/c1ccccc1)NC(=O)c1ccccc1O	3%	-18	?	-27%	4	3%	-16%	-0.4%	4	7	5%
O=C(NCCc1cccs1)c1ccc(Cl)c(Cl)c1	0%	3	?	-3%	3	1%	-9%	-1.2%	2	10	-4%
CCOC(=O)c1ccccc1NC(=O)c1ccc2nc[nH]c2c1	·	·	-7%	-3%	8	-5%	-20%	2.4%	-5	2	-1%
CC(C)N(Cc1ccccc1)C(=O)COC(=O)c1cc[n+]([O-])cc1	·	4	-3%	9%	-45	4%	1%	2.5%	·	-8	·
Cn1c(C(C#N)C(=O)Cc2cccc3ccccc23)nc2ccccc21 (stereo not given)	1%	-7	?	-2%	-1	0%	-6%	0.1%	0	11	4%
NC(=O)C1CCN(CC(=O)c2c[nH]c3ccc(F)cc23)CC1	22%	-1	?	0%	0	-2%	0%	-0.9%	1	4	1%
Cc1nc(SCC(=O)Nc2ccc(F)cc2)c(C#N)c(C)c1CC(=O)c1ccc(Br)cc1	7%	5	13%	-3%	-13	3%	2%	0.0%	5	13	-1%
CC(C)(C)N(Cc1ccccc1)C(=O)CN1C(=O)NC2(CCCCCC2)C1=O	·	-2	-1%	3%	-7	-1%	0%	-0.1%	·	5	·
CCn1c(C)nc2cc(C(=O)NNC(=O)CCC3CCCC3)ccc21	-5%	-3	6%	-2%	-4	3%	-1%	-0.1%	-1	4	1%
CCCn1c(N)c(N(CCOC)C(=O)c2ccccc2F)c(=O)[nH]c1=O	-2%	-7	-19%	5%	19	4%	-18%	0.0%	0	11	4%
